Source: PubChem
Tat export inh: E. coli Tat export inhibitors, primary screen, MC4100, TorA-mCherry reporter, fluorescence, single point | inhibition, % at 10 µM | 340,000 compounds, 0.036% hits;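 active = mean replicate inhibition at least 50% and at least half of replicates individually reaching 50%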;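 note: exported cargo escapes ClpAP degradation while cytoplasmic cargo is degraded and loses fluorescence; 0% = median of neutral control wells and 100% = median of NaSCN control wells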
SUMO Mot1 rescue: yeast Mot1-301 growth rescue at high temperature, primary screen, SUMOylation pathway inhibitor project, S. cerevisiae, ATP luminescence, 38.5C | AID 2716, 2010 | growth rescue, % at 18.8 µM | S. cerevisiae Mot1-301 growth rescue; percent above DMSO median, 100 means doubled | 320,000 compounds, 1% hits;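 active = every valid replicate shows activation above 250% relative to neutral control wells; inactive = the rest, any valid replicate at or below 250%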;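 note: OY570 slx delta 5 strain wells were the positive control but not used for scaling; some compounds called inactive have numbers as strong as hits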
PKA-R2B activ: activators of PKA-R2B holoenzyme, primary screen, biochemical, fluorescence polarization, Cy5-IP20, human. cAMP-dependent protein kinase catalytic subunit beta (Homo sapiens) + cAMP-dependent …. PKA-R2B holoenzyme dissociation; R2B truncated from residue 108, S112A mutant; 0% DMSO only, 100% 113 µM cGMP. activation, % at 11.4 µM. 340,000 compounds, 0.079% hits. AID 504700, 2011;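 active = activation above a cutoff set at the mean over all compounds plus 3 SD, cut at about 18% in these data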;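 note: higher means more holoenzyme dissociation and a rise in polarization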
OPRM1-OPRD1 inv: inverse agonists of MOR-DOR heterodimerization, primary screen, cell-based, luminescence. Mu-type opioid receptor (Homo sapiens) + Delta-type opioid receptor (Homo sapiens), …. cell-based MOR-DOR heterodimer luminescence, inverse agonism. inhibition, % at 9.3 µM. 340,000 compounds, 0.21% hits; in the data active = inhibition above about 22%, passing the limit was not always enough;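 note: 0% = cells with DMSO and 100% = wells without cells with DMSO; values of inactives mirror those of a sister screen read the other way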
Target sequence (P35372 whole entry, looked up): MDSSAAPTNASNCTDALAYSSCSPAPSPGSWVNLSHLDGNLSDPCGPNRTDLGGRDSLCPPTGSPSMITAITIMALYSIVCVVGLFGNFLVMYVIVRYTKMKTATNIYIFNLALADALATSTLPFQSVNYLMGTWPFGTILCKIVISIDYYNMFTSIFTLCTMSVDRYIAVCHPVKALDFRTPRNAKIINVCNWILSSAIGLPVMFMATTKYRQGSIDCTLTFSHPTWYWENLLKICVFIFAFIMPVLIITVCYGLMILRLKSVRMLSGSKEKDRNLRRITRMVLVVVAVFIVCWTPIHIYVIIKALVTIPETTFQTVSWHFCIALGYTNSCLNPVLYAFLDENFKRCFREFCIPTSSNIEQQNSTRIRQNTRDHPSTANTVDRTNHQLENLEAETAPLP
Target sequence (P41143 whole entry, looked up): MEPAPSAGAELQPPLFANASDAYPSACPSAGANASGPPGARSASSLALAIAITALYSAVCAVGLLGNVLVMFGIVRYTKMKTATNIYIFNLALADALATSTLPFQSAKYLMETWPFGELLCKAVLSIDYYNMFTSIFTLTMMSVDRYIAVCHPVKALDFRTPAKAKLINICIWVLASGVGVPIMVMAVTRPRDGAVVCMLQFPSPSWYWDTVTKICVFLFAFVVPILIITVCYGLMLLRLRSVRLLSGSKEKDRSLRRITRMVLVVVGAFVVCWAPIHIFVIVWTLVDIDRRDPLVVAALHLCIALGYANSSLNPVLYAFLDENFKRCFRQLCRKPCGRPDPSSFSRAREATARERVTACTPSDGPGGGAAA
MOR-DOR ag: agonists of OPRM1-OPRD1 heterodimerization, primary screen, cell-based, luminescence. Mu-type opioid receptor (Homo sapiens) + Delta-type opioid receptor (Homo sapiens), …. cells. activation, % at 9.3 µM. 340,000 compounds, 0.3% hits; in the data active = activation above about 18%;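 note: 0% = vehicle-treated cells and 100% = reference agonist; values of inactives mirror those of a sister screen read the other way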
AddAB inh: growth inhibition of E. coli expressing H. pylori AddAB, primary screen, AddAB inhibitor project, absorbance; inhibition, % at 11.9 µM; 330,000 compounds, 0.29% hits; AID 435030, 2010; in the data active = inhibition above about 12%;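 note: 0% = vehicle wells of infected cells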
PKA-R1A activ: activators of PKA-R1A holoenzyme, primary screen, biochemical, fluorescence polarization, Cy5-IP20, bovine R1A, mouse PKAc | cAMP-dependent protein kinase type I-alpha regulatory subunit (Bos taurus) + … | PKA-R1A dissociation; scaled: DMSO 0%, 113 µM cGMP 100% | activation, % at 11.4 µM | 340,000 compounds, 0.083% hits;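 active = percent activation above the mean of all tested compounds plus 3 SD, cut at about 19% in these data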;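 note: higher means more PKAc released from R1A so a rise in polarization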
E coli growth: E. coli V3065 growth inhibition, primary screen, counter-screen for AddAB inhibitor project, absorbance, OD600; 330,000 compounds, 0.27% hits; 18 h; inhibition, % at 11.9 µM;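 active = inhibition above the campaign's mean inhibition across all tested compounds plus 3 SD, cut at about 9.9% in these data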;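 note: uninfected addAB+ strain grown without phage in ampicillin broth; 0% = DMSO wells and 100% = ciprofloxacin 0.95 µg/ml wells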
PfHsp90 yeast 2: growth inhibition of PfHsp90-expressing yeast, primary screen, antimalarial PfHsp90 inhibitor project, S. cerevisiae, BacTiter-Glo luminescence, single point, set 2. BacTiter-Glo ATP, 48 h; yeast lacking PDR1 and PDR3 efflux regulators. inhibition, % at 9.4 µM. 310,000 compounds, 0.32% hits;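 active = every replicate shows inhibition above about 80%, whatever the replicate mean, limit read from the data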;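 note: 0% = DMSO neutral controls and 100% = 20 µM radicicol positive controls; yeast relying on Plasmodium falciparum Hsp90 in place of its own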
phage Ecoli inh: growth loss of phage-infected E. coli, primary screen, RecBCD inhibitor project, absorbance, with phage, HTS; inhibition, % at 11.9 µM; 360,000 compounds, 0.26% hits; AID 651602, 2012; in the data active = inhibition above about 11%
HTR5A inv ag: HTR5A inverse agonists in luminescence cell assay, primary screen, counter-screen for OPRM1-OPRD1 heterodimer inverse agonist project, full-deck HTS | 5-hydroxytryptamine receptor 5A (Homo sapiens), P47898 | HTR5A cell line, inverse agonism | inhibition, % at 9.3 µM | 340,000 compounds, 0.083% hits; in the data active = inhibition mostly above about 23%, no sharp cut-off; inactive = mostly below about 18%;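 note: 0% = cells with DMSO and 100% = no-cell wells with DMSO; some compounds called inactive have numbers as strong as hits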
Target sequence (P47898 whole entry, looked up): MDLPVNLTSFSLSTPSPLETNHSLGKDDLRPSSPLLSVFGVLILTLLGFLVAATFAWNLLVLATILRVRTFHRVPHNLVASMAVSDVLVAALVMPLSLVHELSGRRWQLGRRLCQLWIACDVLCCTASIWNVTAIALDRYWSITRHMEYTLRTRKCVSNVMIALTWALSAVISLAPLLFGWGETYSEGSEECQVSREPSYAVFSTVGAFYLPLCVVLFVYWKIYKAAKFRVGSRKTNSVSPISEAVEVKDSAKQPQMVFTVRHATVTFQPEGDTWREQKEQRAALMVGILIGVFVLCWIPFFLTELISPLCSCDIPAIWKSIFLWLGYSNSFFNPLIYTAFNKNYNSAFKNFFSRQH
Numbers without * were called inactive.

Cc1ccc(CNC(=O)c2ccc(N3CCC4(CC3)CC(c3cccc(Br)c3)=NO4)c(NC(=O)c3c(Cl)cccc3Cl)c2)cc1 was read as Tat export inh 0, SUMO Mot1 rescue -5, PKA-R2B activ -3, OPRM1-OPRD1 inv 21, MOR-DOR ag -4.7, AddAB inh -0.2, PKA-R1A activ 4, E coli growth 1.3, PfHsp90 yeast 2 -8, phage Ecoli inh 1.6 and HTR5A inv ag -15.
For Cc1ccc(S(=O)(=O)c2nnn3c2nc(N2CCCCC2)c2ccccc23)cc1 the results were Tat export inh -1, SUMO Mot1 rescue -4, PKA-R2B activ -7, OPRM1-OPRD1 inv -4, MOR-DOR ag 0.8, AddAB inh -2.3, PKA-R1A activ -2, E coli growth 2.0, PfHsp90 yeast 2 10, phage Ecoli inh 3.7 and HTR5A inv ag -27.
CC(=O)Nc1ccc(C(=O)N2CCCc3ccccc32)cc1 was read as Tat export inh -7, SUMO Mot1 rescue 5, PKA-R2B activ -20, OPRM1-OPRD1 inv 3, MOR-DOR ag -0.6, AddAB inh 0.5, PKA-R1A activ -2, E coli growth -0.3, PfHsp90 yeast 2 -11, phage Ecoli inh 0.4 and HTR5A inv ag 5.
Cc1ccc(C(=O)C(C)Oc2ccc3ccc(=O)oc3c2)cc1 (stereo unspecified) was read as Tat export inh 3, SUMO Mot1 rescue 15, PKA-R2B activ 4, OPRM1-OPRD1 inv 2, MOR-DOR ag -0.5, AddAB inh 2.0, PKA-R1A activ 11, E coli growth 0.9, PfHsp90 yeast 2 -21, phage Ecoli inh 3.4 and HTR5A inv ag 13.
Screening O=C(N/N=C/c1cccs1)c1cccc(S(=O)(=O)Nc2ccc(Cl)cc2)c1 returned Tat export inh -3, SUMO Mot1 rescue -20, PKA-R2B activ 10, OPRM1-OPRD1 inv -27, MOR-DOR ag 4.1, AddAB inh 0.2, PKA-R1A activ -2, E coli growth -2.6, PfHsp90 yeast 2 8, phage Ecoli inh 3.0 and HTR5A inv ag 6.
For CN1N=C(C(C)(C)C)CSC1=Nc1ccccc1 the results were Tat export inh 10, SUMO Mot1 rescue 17, PKA-R2B activ -6, OPRM1-OPRD1 inv -42, MOR-DOR ag 7.9, AddAB inh 0.6, PKA-R1A activ -11, E coli growth -0.3, PfHsp90 yeast 2 7, phage Ecoli inh 0.1 and HTR5A inv ag -12.
Screening Cc1c(OCC(=O)N2CCC(C(=O)O)CC2)ccc2c3c(c(=O)oc12)CCC3 returned Tat export inh 1, SUMO Mot1 rescue -2, PKA-R2B activ -1, OPRM1-OPRD1 inv 12, MOR-DOR ag -2.4, AddAB inh 2.2, PKA-R1A activ 9, E coli growth -0.2, PfHsp90 yeast 2 14, phage Ecoli inh 2.1 and HTR5A inv ag 15.
`COc1ccc(CC(=O)Nc2ccc(F)c(F)c2F)cc1S(=O)(=O)N1CCOCC1` gave Tat export inh -1, SUMO Mot1 rescue 16, PKA-R2B activ -12, OPRM1-OPRD1 inv 12, MOR-DOR ag -2.3, AddAB inh 2.3, PKA-R1A activ 5, E coli growth -1.2, PfHsp90 yeast 2 22, phage Ecoli inh 0.9 and HTR5A inv ag 11.
For COc1cc(/C=N/Nc2nc(Nc3ccccc3)nc(N3CCOCC3)n2)ccc1OC(=O)c1ccco1 the results were Tat export inh -5, SUMO Mot1 rescue 4, PKA-R2B activ -2, OPRM1-OPRD1 inv -7, MOR-DOR ag 1.4, AddAB inh 1.2, PKA-R1A activ -3, E coli growth -0.3, PfHsp90 yeast 2 -19, phage Ecoli inh 3.2 and HTR5A inv ag 8.
N#Cc1ccc(C(=O)NC2CCCCCCC2)cc1 was read as Tat export inh 0, SUMO Mot1 rescue -16, PKA-R2B activ 2, OPRM1-OPRD1 inv 1, MOR-DOR ag -0.2, AddAB inh 4.1, PKA-R1A activ -4, E coli growth 1.5, PfHsp90 yeast 2 12, phage Ecoli inh 1.1 and HTR5A inv ag -5.
`COc1cc(/C=C2\SC(=S)N(CCC(=O)N3CCCCC3)C2=O)cc(OC)c1OC` gave Tat export inh 5, SUMO Mot1 rescue -13, PKA-R2B activ -1, OPRM1-OPRD1 inv -15, MOR-DOR ag 2.4, AddAB inh -0.2, PKA-R1A activ -13, E coli growth -2.1, PfHsp90 yeast 2 -76, phage Ecoli inh -0.4 and HTR5A inv ag -24.
OCCNC(=S)Nc1cccc(Cl)c1Cl was read as Tat export inh -7, SUMO Mot1 rescue -16, PKA-R2B activ -6, OPRM1-OPRD1 inv -4, MOR-DOR ag 0.7, AddAB inh -0.4, PKA-R1A activ -2, E coli growth -1.2, PfHsp90 yeast 2 -3, phage Ecoli inh 1.9 and HTR5A inv ag -36.
Screening Cc1csc(NC(=O)Nc2ccc(Cl)cc2)n1 returned Tat export inh -6, SUMO Mot1 rescue 8, PKA-R2B activ -5, OPRM1-OPRD1 inv -23, MOR-DOR ag 4.2, AddAB inh 4.3, PKA-R1A activ 8, E coli growth -0.2, PfHsp90 yeast 2 -6, phage Ecoli inh 2.3 and HTR5A inv ag -24.
For CC(N=C1CC(C)(C)CC(=O)/C1=C(/O)CCCN1C(=O)c2ccccc2C1=O)C(=O)O (stereo unspecified) the results were Tat export inh 0, SUMO Mot1 rescue 96, PKA-R2B activ -5, OPRM1-OPRD1 inv 7, MOR-DOR ag -1.4, AddAB inh 2.1, PKA-R1A activ 2, E coli growth -2.2, PfHsp90 yeast 2 -17, phage Ecoli inh 3.2 and HTR5A inv ag -8.
For CCc1ccc(NC(=S)N(CCC(C)C)C2CCN(C(C)=O)CC2)cc1 the results were Tat export inh 6, SUMO Mot1 rescue 18, PKA-R2B activ -6, OPRM1-OPRD1 inv 9, MOR-DOR ag -2.0, AddAB inh -0.9, PKA-R1A activ -8, E coli growth -1.3, PfHsp90 yeast 2 8, phage Ecoli inh 1.4 and HTR5A inv ag -13.
`O=C1CCC(=O)N1CNc1cccnc1` gave Tat export inh -2, SUMO Mot1 rescue 81, PKA-R2B activ 9, OPRM1-OPRD1 inv -4, MOR-DOR ag 0.7, AddAB inh -3.3, PKA-R1A activ 3, E coli growth -0.8, PfHsp90 yeast 2 15, phage Ecoli inh 0.9 and HTR5A inv ag -9.
Screening COc1cccc(OC)c1C(=O)Nn1c(-c2cccc(C)c2)nc2ccccc2c1=O returned Tat export inh 9, SUMO Mot1 rescue 57, PKA-R2B activ -7, OPRM1-OPRD1 inv 9, MOR-DOR ag -1.6, AddAB inh -1.0, PKA-R1A activ 9, E coli growth -3.3, PfHsp90 yeast 2 -8, phage Ecoli inh 3.6 and HTR5A inv ag -5.
Screening CN1CCN(C(=O)c2ccccc2NC(=O)COc2ccccc2Cl)CC1 returned Tat export inh -14, SUMO Mot1 rescue -14, PKA-R2B activ 3, OPRM1-OPRD1 inv -4, MOR-DOR ag 1.4, AddAB inh 2.5, PKA-R1A activ -4, E coli growth 1.1, PfHsp90 yeast 2 -20, phage Ecoli inh -0.2 and HTR5A inv ag 11.
`Cn1cnnc1Sc1cc(N2CCN(S(=O)(=O)c3ccccc3)CC2)ccc1[N+](=O)[O-]` gave Tat export inh -6, SUMO Mot1 rescue -9, PKA-R2B activ -7, OPRM1-OPRD1 inv -9, MOR-DOR ag 1.5, AddAB inh -0.5, PKA-R1A activ -4, E coli growth -0.5, PfHsp90 yeast 2 -13, phage Ecoli inh 0.9 and HTR5A inv ag 11.
For Cc1c(C(=O)O)cccc1-n1c(C)cc(/C=N/NC(=O)c2cc3ccccc3o2)c1C the results were Tat export inh -5, SUMO Mot1 rescue 30, PKA-R2B activ 1, OPRM1-OPRD1 inv 3, MOR-DOR ag -0.6, AddAB inh 0.3, PKA-R1A activ 9, E coli growth -1.4, PfHsp90 yeast 2 10, phage Ecoli inh 2.0 and HTR5A inv ag -2.
CNc1nc(-c2ccccc2)nc(-c2ccc(OC)cc2)c1C#N was read as Tat export inh 17, SUMO Mot1 rescue -1, PKA-R2B activ -1, OPRM1-OPRD1 inv 12, MOR-DOR ag -2.5, AddAB inh 0.3, PKA-R1A activ -16, E coli growth -2.2, PfHsp90 yeast 2 0, phage Ecoli inh 3.5 and HTR5A inv ag -7.
Cn1c(SCC(=O)c2ccc3c(c2)OCO3)nnc1C1COc2ccccc2O1 (stereo unspecified) was read as Tat export inh 6, SUMO Mot1 rescue -21, PKA-R2B activ 7, OPRM1-OPRD1 inv 7, MOR-DOR ag -1.4, AddAB inh 0.9, PKA-R1A activ 12, E coli growth -2.3, PfHsp90 yeast 2 47, phage Ecoli inh 0.8 and HTR5A inv ag -5.
For CC#CC(=O)N1CCCC(Cc2cccc(OC)c2)(C(=O)OCC)C1 (stereo unspecified) the results were Tat export inh 6, SUMO Mot1 rescue 26, PKA-R2B activ -8, OPRM1-OPRD1 inv 14, MOR-DOR ag -3.1, AddAB inh 6.0, PKA-R1A activ -3, E coli growth 0.2, PfHsp90 yeast 2 9, phage Ecoli inh 3.0 and HTR5A inv ag -6.
For COc1ccc(Cc2nnc(NC(=O)c3ccccc3F)s2)cc1 the results were Tat export inh -11, SUMO Mot1 rescue 4, PKA-R2B activ -7, OPRM1-OPRD1 inv 10, MOR-DOR ag -2.1, PKA-R1A activ -4, PfHsp90 yeast 2 -7, phage Ecoli inh -0.1 and HTR5A inv ag 0.
Screening O=C(OCc1nnc(-c2ccccc2)o1)c1cc([N+](=O)[O-])ccc1Cl returned Tat export inh -1, SUMO Mot1 rescue 7, PKA-R2B activ -11, OPRM1-OPRD1 inv -1, MOR-DOR ag 0.1, AddAB inh -2.4, PKA-R1A activ 4, E coli growth -0.6, PfHsp90 yeast 2 -8, phage Ecoli inh 2.8 and HTR5A inv ag -6.
For CC(OC(=O)CCCc1nc2ccccc2s1)C(=O)NC(N)=O (stereo unspecified) the results were Tat export inh 2, SUMO Mot1 rescue 12, PKA-R2B activ -2, OPRM1-OPRD1 inv 15, MOR-DOR ag -2.9, AddAB inh -0.3, PKA-R1A activ -13, E coli growth -0.1, PfHsp90 yeast 2 -15, phage Ecoli inh 1.5 and HTR5A inv ag 7.
COc1ccc(-c2c(C)nc3c(-c4ccccn4)cnn3c2N)cc1 was read as Tat export inh 2, SUMO Mot1 rescue -18, PKA-R2B activ -3, OPRM1-OPRD1 inv 10, MOR-DOR ag -1.7, PKA-R1A activ 4, PfHsp90 yeast 2 -16, phage Ecoli inh 1.0 and HTR5A inv ag 20.
For COc1ccc(-c2ccc3c(N)c(C(=O)c4ccc(OC)c(OC)c4)sc3n2)cc1 the results were Tat export inh -6, SUMO Mot1 rescue -4, PKA-R2B activ 0, OPRM1-OPRD1 inv -73, MOR-DOR ag 13, AddAB inh -0.4, PKA-R1A activ 10, E coli growth -1.6, PfHsp90 yeast 2 -19, phage Ecoli inh 1.6 and HTR5A inv ag 8.
